PP1 inh = PP1-alpha phosphatase inhibitors, primary screen, counter-screen for PP5 inhibitor project, biochemical, fluorescence, OMFP substrate, single point; Serine/threonine-protein phosphatase PP1-alpha catalytic subunit (Homo sapiens), P62136; 320,000 tested, 0.9% active; inhibition, % at 6.7 µM; purified PP1alpha;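 active = inhibition above the mean inhibition of all tested compounds plus 3 SD, computed separately for each screening campaign, cut at about 15% in these data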
PP5 primary = PP5 phosphatase inhibitors, primary screen, biochemical, fluorescence; inhibition, % at 6.7 µM; Serine/threonine-protein phosphatase 5 (Homo sapiens), P53041; purified PP5c, OMFP substrate fluorescence; AID 1987, 2009; 320,000 tested, 0.18% active;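 active = inhibition above the campaign's mean inhibition across all tested compounds plus 3 SD, cut at about 9.5% in these data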;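 also: 0% = DMSO only and 100% = 100 µM cantharidin control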
GRK2 inh = compounds blocking aptamer binding on GRK2 – biochemical, human GRK2, bead flow cytometry, HTS, primary screen; FAM-aptamer displacement from GRK2; Beta-adrenergic receptor kinase 1 (Homo sapiens), P25098; AID 488847, 2010; 330,000 tested, 0.59% active; inhibition of aptamer binding, % at 10 µM;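 active = inhibition of aptamer binding above 40%, roughly 3 SD of noise, on plates passing a quality check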;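 also: median bead fluorescence of bound FAM aptamer so fluorescent compounds give negative values; no value below 0 was filed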
Target sequence (P25098 whole entry, looked up): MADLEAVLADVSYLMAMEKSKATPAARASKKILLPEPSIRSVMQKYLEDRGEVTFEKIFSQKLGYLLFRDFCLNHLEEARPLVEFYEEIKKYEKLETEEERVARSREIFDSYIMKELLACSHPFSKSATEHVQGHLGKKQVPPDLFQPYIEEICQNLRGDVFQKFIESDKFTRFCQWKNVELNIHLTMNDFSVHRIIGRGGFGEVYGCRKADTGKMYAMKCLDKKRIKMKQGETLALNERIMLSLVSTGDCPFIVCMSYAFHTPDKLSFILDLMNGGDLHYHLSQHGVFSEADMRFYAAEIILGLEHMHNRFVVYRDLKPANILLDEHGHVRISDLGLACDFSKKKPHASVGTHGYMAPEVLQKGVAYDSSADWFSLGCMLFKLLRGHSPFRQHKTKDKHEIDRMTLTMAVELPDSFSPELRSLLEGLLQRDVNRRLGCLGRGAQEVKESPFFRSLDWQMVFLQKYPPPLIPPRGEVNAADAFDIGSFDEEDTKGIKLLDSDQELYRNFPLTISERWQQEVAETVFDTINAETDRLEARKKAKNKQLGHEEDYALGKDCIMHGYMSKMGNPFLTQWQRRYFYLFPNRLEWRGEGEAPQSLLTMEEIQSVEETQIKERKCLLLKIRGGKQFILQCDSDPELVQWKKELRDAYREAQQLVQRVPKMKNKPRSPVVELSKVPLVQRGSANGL
Fh CTSL1 inh = Fasciola hepatica cathepsin L1 inhibitors, primary screen, counter-screen for PFM18AAP inhibitor project, biochemical, QFRET, fluorogenic peptide substrate; 300,000 tested, 0.49% active; recombinant F. hepatica cathepsin L1, Z-Leu-Arg-MCA fluorescence; inhibition, % at 5.96 µM;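 active = inhibition above the mean of all tested compounds plus 3 SD, set per screening campaign, cut at about 17% in these data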;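 also: 0% = plate median of test compound wells and 100% = 1 µM Z-Phe-Ala-diazomethylketone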
core dimer inh = inhibitors of HCV core protein dimerization, primary screen, biochemical, TR-FRET, high-throughput. TR-FRET GST/Flag-core106 dimerization, 1536-well. inhibition, % at 5 µM. 300,000 tested, 0.33% active. AID 1899, 2009;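 active = inhibition above the mean of all tested compounds plus 3 SD, set per screening campaign, cut at about 45% in these data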
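Test system: GST/Flag-tagged HCV core106 proteins; Medium: KF-containing HEPES buffer, pH 7.45, DTT, CHAPS, BSA; Times: compound-protein-antibody incubation 4 h at 22.5 °C; Detection: TR-FRET 671 and 617 nm emission; Benchmarks: wells lacking GST-core106 and wells with excess unlabelled core106.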
VLA-4 inh = inhibition in human VLA-4 binding assay, primary screen, VLA-4 allosteric modulator project, MLPCN library, flow cytometry, VLA-4 expressing cells; AID 2557, 2010; ligand binding flow cytometry; 330,000 tested, 0.2% active; inhibition, % (about 7 µM as worked out from the volumes in the protocol); in the data active = inhibition above about 50%
proCasp3 act = activators of human procaspase-3 D3A mutant, primary screen, biochemical, absorbance, PC-3 D3A mutant, single concentration; Caspase-3 (Homo sapiens), P42574; recombinant procaspase-3 D3A, Ac-DEVD-pNA absorbance 405 nm; activation, % at 8.5 µM; 330,000 tested, 0.11% active; AID 463141, 2010;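 active = activation above the mean of all tested compounds plus 3 SD, cut at about 21% in these data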;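 also: 0% = DMSO alone and 100% = DMSO wells spiked with extra 5 µM PC-3 D3A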
Target sequence (P42574 whole entry D9A/D28A/D175A): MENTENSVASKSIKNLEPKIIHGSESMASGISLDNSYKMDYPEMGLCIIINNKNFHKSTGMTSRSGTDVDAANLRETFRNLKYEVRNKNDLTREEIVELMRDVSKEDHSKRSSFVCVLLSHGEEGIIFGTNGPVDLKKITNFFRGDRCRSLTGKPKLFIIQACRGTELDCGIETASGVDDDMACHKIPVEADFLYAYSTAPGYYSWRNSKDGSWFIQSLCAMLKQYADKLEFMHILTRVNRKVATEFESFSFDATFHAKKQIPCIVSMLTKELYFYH
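System: Procaspase-3 D3A mutant. Medium: Zinc-free 300 mM NaCl, 50 mM HEPES, 0.01% Triton X-100. Schedule: 1 h preincubation plus 2 h reaction at 25 °C. Measured by: 405 nm absorbance of p-nitroaniline, reads at 0 and 120 min. Read-out: percent activation relative to control range.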
JMJD2C inh = inhibitors of GASC-1 histone demethylase, primary screen, biochemical, fluorescence, DELFIA europium. Lysine-specific demethylase 4C (Homo sapiens), Q9H3R0. GST-JMJD2C(1-420) H3K9me3 demethylation. inhibition, % at 2.35 µM. 330,000 tested, 0.069% active;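 active = more than half of a compound's replicate wells show inhibition beyond 50%, single wells judged on their own value; inconclusive = some, but no more than half, of replicates pass 50% inhibition; inactive = no replicate passes 50% inhibition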;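 also: signal counts dimethyl H3K9 product captured on neutravidin plate; 0% = median of DMSO wells and 100% = 0.3 times that DMSO median; strong numbers were not always called active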
procasp7 counter = procaspase-7 activators, primary screen, counter-screen for procaspase-3 activator project, biochemical, absorbance, HTS, human; Caspase-7 (Homo sapiens), P55210; activation, % at 8.5 µM; AID 463210, 2010; recombinant procaspase-7, Ac-DEVD-pNA absorbance 405 nm; D23A/D198A/D206A triple mutant, cannot self-cleave; scale: DMSO 0, 5 µM enzyme 100; 330,000 tested, 0.093% active;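 active = percent activation above the screen-wide mean plus 3 SD, cut at about 25% in these data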
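Assay system: Uncleavable procaspase-7 mutant enzyme; Input: 2 µM procaspase-7 mutant as dispensed; Also added: DEVD-pNA substrate; Medium: Zinc-free HEPES pH 7.4 with 300 mM NaCl, 0.01% Triton X-100; Timing: 1 h compound preincubation, 2 h substrate cleavage, 25 °C; Measured by: Epi-absorbance of released pNA at 405 nm, two timepoints.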
Numbers without * were called inactive; u = inconclusive; x = not tested or not shown; & = joins results of further samples.

SMILES	PP1 inh	PP5 primary	GRK2 inh	Fh CTSL1 inh	core dimer inh	VLA-4 inh	proCasp3 act	JMJD2C inh	procasp7 counter
O=C(Nc1ccccc1)C1CCN(C(=O)c2ccccc2)CC1	1	1.0	2	0	8	-12	-8	-9	-7
Cc1ccc(-c2nnn(CC(=O)N(c3ccc(F)cc3)C(C(=O)NC(C)(C)C)c3ccco3)n2)o1 (configuration not stated)	-6	0.9	2	-5	1	0	-2	17	11
CN(CC(=O)Nc1ccccc1Br)C(=O)CNC(=O)C1CCCCC1	7	4.6	1	x	x	-5	4	0	-2
COc1ccc(C(=O)NCCc2nnc3ccc(SCC(=O)NCc4ccc(F)cc4)nn23)cc1	-2	-1.0	1	2	7	6	-10	6	-2
COc1ccc(O)c(CN2CCC(n3nccc3NC(=O)C3CCCC3)CC2)c1	-5	2.0	0	-1	10	4	10	3	11
O=[N+]([O-])c1ccc(-c2csc(NN=C3CCCC3)n2)cc1	-2	-2.1	3	-3	9	17	11	-4	11
COc1ccc2nc(SCc3cccnc3)c(C#N)cc2c1	-4	3.3	2	-2	-97	-12	-2	3	7
Cc1nn(C)c(C)c1/C=C/C(=O)c1cccs1	2	3.4	0	2	-7	-21	-7	13	-1
O=C(C(=O)N1CCc2ccccc2C1)c1cn(CC(=O)N2CCCCC2)c2ccccc12	6	1.4	4	1	0	5	-4	-3	1
CC1CCCN(c2ccc(C(=O)Nc3ccc4c(c3)OCO4)cc2[N+](=O)[O-])C1 (configuration not stated)	4	6.1	3	2	2	-52	-7	30	8
COc1cc2c(cc1OC)[C@H](C)N(C(=S)Nc1ccc(F)cc1)CC2	-8	0.3	1	-5	4	6	3	u	0
C=CC[C@H](CC(=O)N(CCO)Cc1ccccc1)C(=O)NC[C@@H](OC(=O)[C@@H](CC=C)Cc1ccc(F)cc1)c1ccccc1	x	x	0	x	x	10	-4	-1	-3
Cc1cc(-c2nn(-c3ccccc3F)cc2CN2CCN(c3ccccn3)CC2)c(C)s1	-3	-2.6	0	2	1	1	7	5	2
CSc1ncccc1C(=O)OCC(=O)Nc1ccc(N2CCOCC2)cc1	x	x	1	x	x	12	0	-4	-5
CCc1nc2ccc(C)cc2c(C(=O)Oc2cccc3cccnc23)c1C	10	3.3	0	0	0	4	4	6	7
O=C(COc1ccc(S(=O)(=O)N2CCOCC2)cc1Cl)NCC1CCCO1 (configuration not stated)	0	1.7	0	3	-14	-8	-6	-10	-8
Cc1nc(-c2ccccn2)sc1C(=O)Nc1ccc(Cl)c(Cl)c1	5	3.2	1	-2	-11	9	0	1	-32
Cc1[nH]c2ccc(C(=O)OCCN(C)C)cc2c1C	2	3.3	0	1	-1	1	7	-5&5	-2
Cc1nn(-c2ccccc2)c(Cl)c1C(=O)Nc1nnc(C2CCCCC2)s1	0	3.7	0	-1	11	18	-2	-24	7
CC1(c2nnc(-c3cccc(Cl)c3)o2)CC(c2c(Cl)cccc2Cl)=NO1 (configuration not stated)	-3	-0.6	1	-1	1	-7	8	10	-2

Ordered by value in PP5 primary (ascending): some entries from above
| compound | PP5 primary | GRK2 inh | core dimer inh | VLA-4 inh | proCasp3 act | JMJD2C inh |
| --- | --- | --- | --- | --- | --- | --- |
| Cc1cc(-c2nn(-c3ccccc3F)cc2CN2CCN(c3ccccn3)CC2)c(C)s1 | -2.6 | 0 | 1 | 1 | 7 | 5 |
| Cc1[nH]c2ccc(C(=O)OCCN(C)C)cc2c1C | 3.3 | 0 | -1 | 1 | 7 | -5&5 |
| Cc1nn(C)c(C)c1/C=C/C(=O)c1cccs1 | 3.4 | 0 | -7 | -21 | -7 | 13 |

Next entries
SMILES	PP1 inh	PP5 primary	GRK2 inh	Fh CTSL1 inh	core dimer inh	VLA-4 inh	proCasp3 act	JMJD2C inh	procasp7 counter
CCc1ccccc1NC(=O)/C(C#N)=C\c1ccc(Sc2ccccc2)o1	3	3.8	1	2	8	2	-15	-7	-20
OC(c1ccccc1)(c1ccccc1)C1CCN(C(=S)NC2CCCC2)CC1	-1	0.3	1	-1	10	10	-4	1	7
COc1cccc(CNS(=O)(=O)c2cc(Br)cc3c2N(C(C)=O)C(C)C3)c1 (configuration not stated)	-3	-0.8	5	2	-10	-10	-3	9	3
CCOC(=O)c1cc(/C(C)=N/OC(=O)c2ccc(C(C)(C)C)cc2)on1	6	-0.3	3	8	-2	5	-1	x	5
NS(=O)(=O)c1ccc(NC(=S)NC(=O)/C=C/c2cccs2)cc1	-1	-0.4	0	2	2	-2	3	3	-3
Cc1ccc(S(=O)(=O)NC2CCCCCC2)cc1C(N)=O	-2	1.8	16	-2	10	16	0	6	3
Cc1cccc(C)c1NC(=O)c1cccc(COc2cc(Cl)ccc2Cl)c1	5	2.4	1	-2	6	2	6	3	-1
Cc1sc2nc(SCC(=O)C(C)(C)C)n(Cc3ccco3)c(=O)c2c1C	4	4.0	0	0	7	1	4	12	4
CC(C(=O)N1CCN=C1c1ccccc1)N1C(=O)c2ccccc2C1=O (configuration not stated)	-1	0.5	0	1	-6	4	0	23	8
Cc1ccccc1C(=O)N1CC(=O)Nc2ccc(F)cc2C1c1ccccc1 (configuration not stated)	0	-1.1	1	-1	9	7	1	-8	-1
CCCCn1c(-c2cccs2)nc2nc3ccccc3nc21	-1	1.4	4	10	4	2	1	-5	2
CCC/C=N/NC(=O)c1cc(-c2ccccc2)nc2ccccc12	-3	0.7	3	12	-9	-20	-2	-5	-1
O=C(CN1CCN(S(=O)(=O)N2CCCCC2)CC1)Nc1cc(Cl)cc(Cl)c1	-1	1.2	0	2	7	-3	11	-3	8
CCOC(=O)c1sc(=NC(=O)/C=C/c2ccccc2)n(C)c1C	0	0.3	0	1	-2	0	7	3	4
O=C(CSc1nc(-c2ccccc2)c(-c2ccccc2)[nH]1)NCc1ccco1	4	4.2	0	1	1	3	2	-6	1
COC(=O)c1c(NC(C)=O)sc(C(=O)Nc2ccccc2C)c1C	-2	1.1	1	4	0	-6	-4	-9	10
Cc1ccc2nc(NC(=O)C3CCCN(S(=O)(=O)c4cccc5nsnc45)C3)sc2c1 (configuration not stated)	8	5.5	3	2	21	-42	7	1	-7
COc1ccc(S(=O)(=O)N2CCCCC2)cc1NC(=O)c1ccc(=O)[nH]c1	0	0.3	2	0	-2	4	2	-11	1
CCC1CCC2(CC1)NC(=O)N(CC(=O)c1c(C)[nH]c3ccccc13)C2=O (configuration not stated)	-2	-4.4	0	1	-1	0	-6	9	1
COc1ccc(CNC(=O)C(c2ccco2)N(Cc2cccs2)C(=O)Cc2cccs2)cc1 (configuration not stated)	4	1.6	0	-2	14	-14	-2	0	3
CC1CN(CCCCSc2ccccc2)CC(C)O1 (configuration not stated)	0	-1.0	1	4	4	12	5	5	-1
O=C(COc1ccccc1)NC1CCCN(Cc2ccccc2F)C1 (configuration not stated)	8	2.6	0	-3	-4	21	1	-10	0
O=C(Nc1ccc(F)c(Cl)c1)Nc1ccc(Cl)cn1	-6	2.6	0	-8	5	7	3	8	2
COc1cc(/C=C/C(=O)OCC(=O)NC2CC2)cc(S(=O)(=O)N2CCc3ccccc32)c1OC	1	0.2	0	-2	4	2	2	-9	3
O=C(O)/C=C/C(=O)NC1CCS(=O)(=O)C1 (configuration not stated)	5	-2.4	2	-1	0	27	0	3	-9
Cc1nnnn1-c1ccc(CC(=O)O)cc1	-4	-1.1	4	1	-1	-3	6	6	7
Cc1cc(C)c(C(=O)COC(=O)c2cccnc2Cl)c(C)c1	1	1.2	0	2	-2	-1	-10	23	3
Cc1ccc2c(c1)-c1c(cnn1CC(=O)N(Cc1ccco1)C1CCCCC1)CO2	4	2.3	6	29*	9	-8	-4	5	3
CN(CC1CCN(CCc2cccc(C(F)(F)F)c2)CC1)C(=O)c1ccc(F)cc1F	-1	1.6	0	1	5	2	-5	0	0
COc1cc(/C=N/c2oc(C)c(C)c2C#N)cc(Br)c1O	-9	-3.5	0	-4	-2	-2	0	9	4
CCCCCOC(=O)C1C2C=CC3(CN(c4ccccc4C)C(=O)C13)O2 (configuration not stated)	-3	-0.4	0	19*	3	-4	-2	10	12
O=C(CSc1nc2ccc(Cl)cc2o1)NCc1ccc2c(c1)OCO2	-3	0.9	0	-2	8	9	-2	-1	0
COc1cccc(OC)c1OCCN1CCCC1	2	2.5	0	-1	-3	6	-4	5	15
COc1ccccc1-n1c(SCC(=O)O)nc2sc3c(c2c1=O)CCC3	-5	0.5	3	1	-1	5	5	-1	5
CC(C)[C@H](NC(=O)c1ccccc1)C(=O)OCC(=O)Nc1ccc(Cl)cc1C(F)(F)F	-1	3.0	5	4	-2	9	3	5	-8
CCS(=O)(=O)N1CCC(C(=O)NCCCN2CCCCCC2)CC1	0	3.0	2	2	-2	21	-4	-8	6
Cc1ccccc1NC(=O)N(C(C)C)C(C)C	-5	1.5	2	-1	-2	2	6	3	-6
O=C(N/N=C/c1ccccc1O)c1cc(=O)[nH]c2ccccc12	2	0.1	0	2	3	10	5	-3	0
O=C(c1ccc(=O)[nH]c1)N1CCN(S(=O)(=O)c2cc(C(F)(F)F)ccc2Cl)CC1	5	-3.0	0	-2	-5	6	-1	2	4
COc1ccccc1C(=O)c1nc2ccccc2n1C	0	0.8	2	1	-9	-3	9	2	16
O=C(COc1ccccc1)NCc1n[nH]c(=S)n1-c1ccccc1	-4	-0.9	0	2	7	16	-6	-14	2
COc1nc(NCc2ccco2)nc(N2CCC(C)CC2)n1	1	1.7	1	-2	2	7	-6	2	7
CC(C)(C)OC(=O)NCCCCCNC(=O)c1[nH]cnc1C(=O)Nc1ccc(Cl)cc1	2	6.3	2	x	x	16	-6	-1	3

Assay outcomes: PubChem, several laboratories
